Bioassay records from PubChem.
MEKK2mut PB1 HTS: signal of MEK5 binding to mutant human MEKK2 PB1 domain | 290,000 tested, 0.35% active | percent response, % at 10 µM | AID 1530 | bead flow cytometry, Alexa488-MEK5 binding to MEKK2 mutant; in the data active = percent response above about 24%, passing the limit was not always enough; also: inactives centre near 1; some results filed as inactive read as strong as hits; reference of the scale not given here
OXTR potentiate: human OXTR potentiation; P30559; CHO-OTR cells, Fluo-8 calcium fluorescence, potentiator mode; 0% = oxytocin EC15, 100% = EC100; activation, % at 3 µM; 320,000 tested, 0.061% active; AID 2445;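 active = activation above that plate's cutoff, the mean activation of tested compounds plus 3 SD, cut at about 6.6% in these data, passing the limit was not always enough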;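 also: 100% uses oxytocin at 75 nM as the full agonist control; some results filed as inactive read as strong as hits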
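Assay system: CHO-OTR cells, human receptor / Also added: oxytocin at about EC15, sub-maximal agonist stimulus / Dosing: single dose, 3.0 µM nominal final compound concentration / Incubation: 6 min pre-incubation, 100 s read / Technique: Fluo-8 calcium dye fluorescence / Read-out: % activation vs EC15 and EC100 oxytocin / Benchmarks: EC15 oxytocin low, 75 nM oxytocin high / Replicates: singlicate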
MEKK2wt PB1 HTS: raises or lowers MEK5 binding to wildtype human MEKK2 PB1 domain. Q9Y2U5. bead flow cytometry, Alexa488-MEK5 binding to MEKK2 WT; actives lie on both sides. binding response (% of control), % at 10 µM. 290,000 tested, 1.1% active. AID 1531; in the data active = binding response below about 67% or above about 130%
NALP1 yeast inh: inhibitors of NALP1 inflammasome in yeast; S. cerevisiae NALP1/ASC/caspase-1 growth, X-gal OD620, 72 h; inhibition, % at 10 µM; 280,000 tested, 0.61% active; in the data active = inhibition mostly above about 24%, no sharp cut-off; inactive = mostly below about 32%; also: some compounds called inactive have numbers as strong as hits
OXTR ag: agonists of human oxytocin receptor; P30559; 320,000 tested, 0.32% active; CHO-OTR cells, Fluo-8 calcium fluorescence; normalized: DMSO 0%, oxytocin 100%; activation, % at 3 µM;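 active = activation above the mean of all tested compounds plus 3 SD, cutoff set per screening run, cut at about 20% in these data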;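 also: peak over basal fluorescence ratio from a 100 s FLIPR kinetic read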
GPR7 antag: blocks human GPR7 receptor signaling; 290,000 tested, 1.1% active; GPR7-expressing cells, fluorescence antagonist assay; inhibition, % at 4.4 µM; in the data active = inhibition above about 16%, passing the limit was not always enough;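 also: cells stimulated with the agonist NPW; 0% = agonist with vehicle and 100% = vehicle without agonist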
V1aR counter: V1a receptor agonism, counter-screen for OXTR agonists. 320,000 tested, 0.25% active. CHO-V1R cells, Fluo-8 calcium fluorescence, agonist mode; 0% DMSO, 100% 3 nM vasopressin. P37288. AID 2797. activation, % at 3 µM;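 active = activation above the mean activation of all tested compounds plus 3 SD, per screening run, cut at about 20% in these data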;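 also: signal is peak over basal fluorescence ratio across a 100 second FLIPR read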
Target sequence (P37288 whole entry, looked up): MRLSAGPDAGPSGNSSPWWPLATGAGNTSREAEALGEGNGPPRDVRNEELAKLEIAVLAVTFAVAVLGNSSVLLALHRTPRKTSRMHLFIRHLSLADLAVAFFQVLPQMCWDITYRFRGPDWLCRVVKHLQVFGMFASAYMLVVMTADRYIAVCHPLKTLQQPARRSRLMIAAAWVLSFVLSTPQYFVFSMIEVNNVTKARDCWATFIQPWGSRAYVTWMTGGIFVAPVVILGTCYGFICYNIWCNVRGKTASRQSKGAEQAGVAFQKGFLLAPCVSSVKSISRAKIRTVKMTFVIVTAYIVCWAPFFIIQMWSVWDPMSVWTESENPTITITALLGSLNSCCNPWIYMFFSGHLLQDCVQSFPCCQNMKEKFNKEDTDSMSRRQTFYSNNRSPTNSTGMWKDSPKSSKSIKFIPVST
GalR3 antagonist: antagonists of human GalR3; O60755; HEK293 GalR3-CNG cAMP membrane potential fluorescence; galR3 body fused to GalR1 C-terminus; inhibition, % at 3 µM; 360,000 tested, 0.44% active;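 active = inhibition above the screen-wide average plus 3 SD, cut at about 13% in these data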;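 also: forskolin and galanin both at EC90 stimulate the cells; cAMP rise reported by CNG channel membrane potential dye signal; 0% = forskolin plus galanin with DMSO and 100% = forskolin alone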
Target sequence (O60755 1-299 limits assumed): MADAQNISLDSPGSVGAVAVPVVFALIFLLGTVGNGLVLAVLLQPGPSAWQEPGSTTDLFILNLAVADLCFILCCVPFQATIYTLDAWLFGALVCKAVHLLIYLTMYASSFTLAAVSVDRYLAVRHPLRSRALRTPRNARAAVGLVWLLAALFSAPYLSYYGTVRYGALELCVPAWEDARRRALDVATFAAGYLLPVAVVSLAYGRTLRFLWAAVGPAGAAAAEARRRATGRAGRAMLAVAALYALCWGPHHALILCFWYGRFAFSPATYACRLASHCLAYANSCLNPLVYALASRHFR
PfM18AAP inh: blocks P. falciparum M18 aspartyl aminopeptidase; recombinant PfM18AAP, H-Glu-NHMec fluorogenic cleavage; inhibition, % at 7.35 µM; 290,000 tested, 1.2% active;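 active = inhibition above the campaign mean inhibition over all tested compounds plus 3 SD, cut at about 28% in these data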;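 also: 0% = plate median of test compound wells and 100% = 2 mM ZnCl2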
Numbers without * were called inactive; · = no result given.

1) CCC(=O)Nc1ccc2c(c1)C(=O)c1ccccc1C2=O
2) CCCn1c(Nc2ccccc2)nc2ccccc21
3) CC(=O)N(CCC(c1ccco1)C(C)C)Cc1ccc(OC(C)C)cc1 (stereo not drawn)
4) CCc1nnc(NC(=O)CSc2nccn2-c2cccc(C)c2C)s1
5) COc1ccc2cc(C(=O)N3CCN(c4cccc(C)c4C)CC3)[nH]c2c1
6) O=C(/C=C/c1ccccc1)Oc1coc(CSc2ncccn2)cc1=O
7) Fc1ccc(-c2cc(C(F)(F)F)nc(-n3cncn3)n2)cc1
8) COC(=O)CN1C(=S)N(c2ccc(Cl)cc2)C(=O)C1CC(=O)Nc1ccccc1 (stereo not drawn)
assay / entry	1	2	3	4	5	6	7	8
MEKK2mut PB1 HTS	2.0	4.0	0.0	17.0	5.0	-1.0	6.0	-1.0
OXTR potentiate	1.5	-1.2	-6.4	-8.9	·	5.6	-7.6	-18.7
MEKK2wt PB1 HTS	101.0	105.0	100.0	112.0	97.0	100.0	107.0	105.0
NALP1 yeast inh	-12.0	15.3	0.9	4.1	20.1	-0.8	40.8	7.6
OXTR ag	2.6	-0.2	-3.0	3.5	·	2.9	-1.4	7.8
GPR7 antag	3.3	-13.0	-8.3	-9.1	17.1	1.3	-9.1	2.5
V1aR counter	2.9	0.0	-1.2	8.3	·	0.7	-1.0	13.5
GalR3 antagonist	-3.9	-4.1	-3.3	·	-10.4	-4.9	-3.4	-4.8
PfM18AAP inh	-0.8	3.6	-3.1	-5.2	11.1	-12.3	3.2	-2.7

9) NC(=O)C1(N2CCCCC2)CCN(C(=O)CSc2nc3ccccc3o2)CC1
10) COCCNC(=O)c1onc(CSc2ccc(F)c(F)c2)c1C(=O)O
11) CCCCN(CC)C(=O)C1CCC(=O)N(c2ccc(OC)cc2)C1c1ccc(OC)c(OC)c1 (stereo not drawn)
12) COc1ccc(-c2cc(C(F)(F)F)n3nc(C(=O)NCc4ccco4)cc3n2)cc1OC
13) Cc1ccc2cc(C(c3nnnn3C3CCCC3)N(Cc3cccnc3)Cc3ccco3)c(=O)[nH]c2c1 (stereo not drawn)
14) CCOC(=O)N1CCN(c2c(-c3ccc(C)cc3)c(=O)c2=O)CC1
15) O=C(OCc1nc2ccccc2c(=O)[nH]1)c1cccs1
16) CN1C(=O)c2cccc(NCCCCCCN3C(=O)c4ccccc4C3=O)c2C1=O
assay / entry	9	10	11	12	13	14	15	16
MEKK2mut PB1 HTS	2.0	3.0	·	3.0	2.0	-1.0	1.0	-4.0
OXTR potentiate	-12.1	-8.1	-0.4	-4.2	3.6	-3.9	2.1	-12.5
MEKK2wt PB1 HTS	101.0	100.0	·	100.0	100.0	93.0	103.0	94.0
NALP1 yeast inh	·	7.8	·	-6.5	-2.6	9.6	-0.8	-0.3
OXTR ag	-2.0	-0.4	-0.3	-2.9	-2.0	-3.0	0.9	1.2
GPR7 antag	-5.6	-2.7	0.9	-3.7	-9.6	-6.6	-10.0	2.9
V1aR counter	-0.7	-0.2	0.5	-1.1	-2.2	-0.9	1.8	0.6
GalR3 antagonist	-3.9	-6.2	·	-1.4	-1.4	-1.5	-0.2	-0.5
PfM18AAP inh	-23.3	-15.8	-2.2	26.6	14.6	0.6	1.1	-9.0

17) CCC(Sc1nc2sc(C(=O)OC)c(C)c2c(=O)n1N)C(=O)NCC1CCCO1 (stereo not drawn)
18) COc1ccccc1C(=O)NC(=O)COC(=O)CCOc1ccccc1C
19) CCCCN(CCCC)CC(O)CN1C(=O)NC(C)(C)C1=O (stereo not drawn)
20) Cc1ccc(N(CC(=O)NC2CCCC2)C(=O)CCC(=O)Nc2ccccn2)cc1
21) Cc1cc(CNC(=O)COc2ccc(C#N)cc2)c2ccccc2n1
22) N#Cc1c(NC(=O)CSC2=NCCS2)sc2c1CCCC2
23) O=C(NC(Cc1ccccc1)C(=O)O)/C(=C/c1ccc(F)cc1)NC(=O)c1ccccc1 (stereo not drawn)
24) O=C(CN1C(=O)C2C3C=CC(C3)C2C1=O)NCc1ccc2c(c1)OCO2 (stereo not drawn)
25) COc1ccc(NC(=O)Nc2ccccc2OC)cc1
26) Cc1ccc(C)c(NC(=O)C2CCCN(S(=O)(=O)c3ccc4[nH]c(=O)ccc4c3)C2)c1 (stereo not drawn)
27) O=C(CS(=O)(=O)c1ccccc1)NCc1ccccc1
assay / entry	17	18	19	20	21	22	23	24	25	26	27
MEKK2mut PB1 HTS	5.0	·	-1.0	3.0	0.0	-11.0	9.0	1.0	-3.0	-1.0	5.0
OXTR potentiate	-0.9	0.6	-7.7	-7.0	-10.1	-2.5	1.3	-17.9	-1.4	-10.1	-3.3
MEKK2wt PB1 HTS	108.0	·	100.0	99.0	98.0	85.0	113.0	103.0	98.0	93.0	109.0
NALP1 yeast inh	·	·	15.7	6.0	14.3	12.6	6.7	·	16.2	9.2	0.5
OXTR ag	-2.3	-1.4	-0.2	0.7	1.2	0.7	-0.6	-0.8	-0.1	0.5	0.4
GPR7 antag	-2.8	·	-1.5	-2.2	-4.9	-0.5	-4.3	-18.2	7.8	2.5	-8.0
V1aR counter	0.7	0.3	0.3	1.7	4.1	-0.1	0.9	0.9	0.8	0.1	3.5
GalR3 antagonist	-5.2	-3.4	-2.1	-3.7	-4.1	-5.1	-4.0	0.2	-0.1	1.7	-0.8
PfM18AAP inh	-5.8	·	-14.0	0.7	-15.8	-9.1	-9.7	-22.4	-1.5	2.5	3.1

Compounds shown so far with fluorine (4):
7) Fc1ccc(-c2cc(C(F)(F)F)nc(-n3cncn3)n2)cc1
10) COCCNC(=O)c1onc(CSc2ccc(F)c(F)c2)c1C(=O)O
12) COc1ccc(-c2cc(C(F)(F)F)n3nc(C(=O)NCc4ccco4)cc3n2)cc1OC
23) O=C(NC(Cc1ccccc1)C(=O)O)/C(=C/c1ccc(F)cc1)NC(=O)c1ccccc1 (stereo not drawn)
assay / entry	7	10	12	23
MEKK2mut PB1 HTS	6.0	3.0	3.0	9.0
OXTR potentiate	-7.6	-8.1	-4.2	1.3
MEKK2wt PB1 HTS	107.0	100.0	100.0	113.0
NALP1 yeast inh	40.8	7.8	-6.5	6.7
OXTR ag	-1.4	-0.4	-2.9	-0.6
GPR7 antag	-9.1	-2.7	-3.7	-4.3
V1aR counter	-1.0	-0.2	-1.1	0.9
GalR3 antagonist	-3.4	-6.2	-1.4	-4.0
PfM18AAP inh	3.2	-15.8	26.6	-9.7
